Rv3671c inh: Rv3671c (M. tuberculosis) protease inhibition | inhibition, % at 5.96 µM | 0.048% of 320,000 active | AID 2606; in the data active means inhibition above about 38%;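 further: extracellular domain of Rv3671c used as enzyme; 0% = enzyme with DMSO and 100% = no enzyme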
Target sequence (P9WHR9 whole entry, looked up, the tested form may be a part): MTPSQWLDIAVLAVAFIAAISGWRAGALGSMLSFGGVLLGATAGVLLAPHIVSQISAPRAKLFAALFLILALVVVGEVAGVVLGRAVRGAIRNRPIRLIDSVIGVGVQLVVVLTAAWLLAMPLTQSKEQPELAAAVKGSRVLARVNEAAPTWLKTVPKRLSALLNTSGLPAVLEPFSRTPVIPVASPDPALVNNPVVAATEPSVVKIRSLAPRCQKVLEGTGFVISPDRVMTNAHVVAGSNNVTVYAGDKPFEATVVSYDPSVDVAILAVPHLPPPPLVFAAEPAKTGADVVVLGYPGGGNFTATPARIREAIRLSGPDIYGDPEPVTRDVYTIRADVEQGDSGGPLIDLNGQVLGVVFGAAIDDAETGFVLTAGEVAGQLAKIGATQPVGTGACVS
TcdB GH inh: TcdB glycohydrolase inhibition; P18177; 0.24% of 350,000 active; AID 652162; inhibition, % at 9.99 µM; TcdB glycohydrolase enzymatic assay, plate reader; in the data active means inhibition above about 10%
PriA SSB inh: K. pneumoniae PriA-SSBct interaction inhibition. AlphaScreen SSBct-PriA binding, biotinylated peptide. inhibition, % at 33 µM. 0.6% of 430,000 active. AID 1272365; in the data active means inhibition mostly above about 37%, no sharp cut-off; inactive means mostly below about 20%;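 further: plate controls were negative control peptide for no effect and reference peptide for full effect; strong numbers were not always called active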
3CLpro inhibitor: SARS-CoV 3CLpro protease inhibition. P0C6X7. recombinant SARS-CoV 3CLpro, quenched FRET peptide cleavage. inhibition, % at 6 µM. 0.14% of 290,000 active; in the data active means inhibition above about 12%
BH1578 lux ind: induces V. cholerae light production without autoinducers; 0.16% of 350,000 active; activation, % at 18.7 µM; AID 588436; V. cholerae BH1578 lux reporter, luminescence, 6 h; in the data active means activation mostly above about 9.7%, no sharp cut-off; inconclusive means no clear call, values can overlap the other calls; inactive means mostly below about 3.7%; further: not every result past the cut was called active; inactives centre near 0; reference of the scale not given here
Y pestis TopoI: Y. pestis Topo-I inhibition via cleavage products; AID 504884; Y. pestis Topo-I cleavage product accumulation, plate reader; activity, % at 10 µM; 0.064% of 360,000 active; in the data active means activity above about 50%, passing the limit was not always enough; inconclusive means no clear call, values can overlap the other calls; further: inactives centre near 2
MazF activator: MazEF (E. coli) toxin RNase activation; P0AE70; FAM/BHQ RNA-DNA oligo cleavage fluorescence, 5 h; activation, % at 20 µM; 0.32% of 350,000 active; AID 504720; in the data active means activation above about 50%
Target sequence (P0AE70 whole entry, looked up): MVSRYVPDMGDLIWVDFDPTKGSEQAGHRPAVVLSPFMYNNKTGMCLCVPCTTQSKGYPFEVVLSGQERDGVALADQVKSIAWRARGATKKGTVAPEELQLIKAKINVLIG
PfHsp40 yeast: restores yeast growth despite PfHsp40 toxicity; S. cerevisiae expressing PfHsp40, growth rescue, ATP luminescence; growth rescue, % at 12.5 µM; 0.68% of 340,000 active; in the data active means growth rescue above about 28%, passing the limit was not always enough; inconclusive means no clear call, values can overlap the other calls;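 further: yeast W303a lacking pdr1 and pdr3 grown in galactose medium; growth measured after three days at 30 °C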
Anthrax LF prot: blocks Bacillus anthracis lethal factor protease; AID 588501; 0.12% of 360,000 active; inhibition, % at 10 µM; multiplex microsphere protease cleavage assay, LF; P15917; in the data active means inhibition above about 30%; inconclusive means no clear call, values can overlap the other calls; further: plate controls were buffer without enzyme for full effect and enzyme alone for no effect
VHR inh abs: inhibitors of human VHR1 phosphatase (DUSP3); P51452; recombinant VHR phosphatase, pNPP absorbance; inhibition, % at 13.3 µM; 0.52% of 290,000 active; in the data active means inhibition above about 50%; further: some compounds called inactive have numbers as strong as hits
Target sequence (P51452 whole entry, looked up): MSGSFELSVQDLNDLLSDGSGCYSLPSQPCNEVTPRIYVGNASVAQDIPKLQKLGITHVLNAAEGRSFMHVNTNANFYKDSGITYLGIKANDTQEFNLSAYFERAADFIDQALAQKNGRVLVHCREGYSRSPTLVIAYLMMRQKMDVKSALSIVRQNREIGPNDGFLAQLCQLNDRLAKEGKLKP
Active calls of the source: *; i = inactive; u = inconclusive; x = not tested or not shown. The list is partial, so the mix of outcomes need not match the whole.

SMILES	Rv3671c inh	TcdB GH inh	PriA SSB inh	3CLpro inhibitor	BH1578 lux ind	Y pestis TopoI	MazF activator	PfHsp40 yeast	Anthrax LF prot	VHR inh abs
CC1CC(C)CN(c2ncc3c(n2)CC(c2ccccc2)CC3=O)C1 (stereo unspecified)	-5	x	-20	1	-1.4	-5	4	-0.5	-7	-2
O=C1OC(Sc2ccccc2)(c2ccccc2)c2ccccc21 (stereo unspecified)	x	2.2	-4	x	i	18	-9	3.0	-8	x
CCc1ccc(-c2csc(NC(=O)C3CCCO3)c2C(=O)OC(C)C)cc1 (stereo unspecified)	-9	x	-12	5	x	-2	-18	1.0	2	-15
COc1ccc(-n2c(SCC#N)nc3c(sc(=S)n3-c3ccccc3)c2=O)c(OC)c1	-4	2.4	-6	-1	-7.7	-7	-8	-0.4	0	40
Cc1noc(C)c1COc1ccc(C(=O)NCc2ccccn2)cc1	-7	x	-21	-2	5.9	-1	7	0.6	2	18
Cc1cc(Cl)ccc1OC(C)C(=O)NN1C(=O)c2ccccc2C1=O (stereo unspecified)	3	-0.3	0	4	-5.6	8	13	0.0	-13	-30
CN(Cc1ccccc1)C(=O)c1cc2cc(F)ccc2[nH]1	-5	1.6	-2	-1	i	-2	3	1.0	4	7
O=C(Cc1cc(=O)oc2cc(O)ccc12)N[C@@H](Cc1c[nH]c2ccccc12)C(=O)O	12	-1.0	4	-1	i	2	-1	0.0	18	-11
Cc1cc(C)c(C#N)c(SCS(=O)c2ccc(C(C)(C)C)cc2)n1 (stereo unspecified)	-5	x	-10	-2	-3.6	26	1	0.8	-1	10
S=c1[nH]nc(Cc2ccccc2)n1-c1ccccc1	-9	x	-1	-4	i	3	4	-0.1	1	6
CCCCN(CC(=O)NCCOC)C(=O)Cn1nnc2ccccc21	-3	0.2	1	5	-0.3	3	5	-1.8	1	24
COc1ccc(N(CC(=O)N/N=C/c2cccs2)S(=O)(=O)c2ccc(OC)c(OC)c2)cc1	-3	1.0	x	6	1.8	23	-7	0.4	-1	10
O=C(O)CC/C(=N\NC(=O)CNC(=O)/C=C/c1ccccc1)c1ccccc1	9	1.5	x	0	-1.0	8	-7	0.0	9	-1
CCCCCOc1ccc(C(=O)NCC(=O)NCC(=O)OCC)cc1	-1	x	-16	3	i	-2	-2	0.4	5	37
CC(C)Cn1c(=O)c2ccccc2c2ccccc2c1=O	-9	0.0	-56	3	2.6	6	-14	2.4	-1	-22
O=C(COC(=O)c1ccc(S(=O)(=O)N2CCCC2)cc1)Nc1ccccc1	0	-0.2	-4	x	-2.5	-2	5	-0.1	4	x
CC1(C)OC(=O)C(=CNc2ccccc2)C(=O)O1	-4	x	-3	2	i	2	14	-1.0	3	32
Cn1c(=O)c2c(nc(SCC(=O)NCc3ccc4c(c3)OCO4)n2Cc2ccc(Cl)cc2)n(C)c1=O	4	x	3	-3	-3.3	-2	-5	-0.9	5	9
CCc1cc2c(=O)nc3n(c2s1)Cc1ccccc1/C3=C(/O)c1cccc([N+](=O)[O-])c1	2	x	x	7	-0.2	7	7	1.7	-3	10
CC(=O)N1CCN(c2ccc(C(N)=O)cc2[N+](=O)[O-])CC1	-3	0.3	-5	0	-0.1	-3	9	0.3	-1	16
COc1ccc(N2C(=O)C3C4C=CC(C4)C3C2=O)c(OC)c1 (stereo unspecified)	-2	x	-5	1	0.6	2	3	-0.4	1	18
CCOc1cc(Br)c(COc2ccc(C)nc2[N+](=O)[O-])cc1OCC	2	1.5	0	-2	4.4	37	3	-1.8	7	21
Cc1cc(C(=O)COC(=O)c2ccco2)c(C)n1Cc1ccco1	-4	1.8	-3	5	i	5	-40	-0.1	-9	8
CCn1c(N)c(C(=O)NC)sc1=S	4	x	-5	-3	i	-1	-13	-0.2	-4	-16
CC(=O)NC(CC(=O)N1CCCC1)c1ccccc1 (stereo unspecified)	-5	1.4	-5	2	1.5	3	-2	0.5	-6	-3
O=C(Nc1ccon1)c1nc[nH]c1C(=O)N1CCc2ccccc2C1	4	-0.1	-2	x	-0.6	-8	6	-0.7	5	x
CCCOc1ccc(CN(CCC#N)C(=S)NC(=O)c2ccccc2)cc1	9	x	-4	1	3.3	23	-4	16	0	4
COc1cc(NC(=O)CSc2ccccc2)c(C(=O)O)cc1OC	3	7.1	-13	0	-0.4	-9	-7	-1.0	-1	18
CC(=O)Nc1ccc(S(=O)(=O)NCC(=O)NNC(=O)c2csc(N3CCOCC3)n2)cc1	0	2.8	-23	x	-1.2	3	9	-0.3	-2	x
CSc1ncc(Cl)c(C(=O)Nc2ccc(C)c(C)c2)n1	-10	0.6	-4	5	i	-1	-11	-1.6	-11	24
O=C(NCc1ccccc1)C(=O)NCC1OCCN1S(=O)(=O)c1ccc(Br)cc1 (stereo unspecified)	-7	0.0	-13	1	i	-2	3	0.5	-2	5
O=C(Oc1ccc(/C=N/n2cnnc2)cc1)c1cccc([N+](=O)[O-])c1	-2	0.7	x	0	-0.7	8	5	x	-5	2
CC(=O)NCCc1nc(-c2ccc(Cl)cc2)no1	4	0.9	-11	x	-19	0	-9	-1.2	-1	x
CCC1(O)CC(C(=O)OC)=NN1C(=O)c1ccccc1 (stereo unspecified)	-4	0.5	-15	4	i	-5	9	-1.0	-1	30
O=C(O)Cn1c(=O)c(F)cn(C2CCCO2)c1=O (stereo unspecified)	8	-1.5	-9	-6	-0.2	-3	8	1.0	-6	10
COc1ccc(NC(C)=O)cc1NC(=O)CSc1nnc(-c2ccccn2)n1C	7	x	-10	5	2.8	3	8	-1.2	1	-5
C=CCNC(=O)COCc1cc(-c2ccc3c(c2)OCO3)on1	4	1.5	7	2	i	-3	3	-1.2	12	-3
Nc1nc2ccccc2n1C(=O)c1cccs1	5	1.6	-8	-2	-0.3	-9	1	0.4	-7	5
COc1ccc(CNC(=O)CN=C2NC(=O)C(c3ccccc3)(c3ccccc3)N2)cc1	-10	x	-15	-1	-0.2	4	3	-2.4	3	8
COc1cccc(N2CCN(C(=O)NC3CCCCC3)CC2)c1	-2	x	1	3	-0.6	3	1	3.4	0	-10
COc1cccc(CN2CCSCC2)c1OC	0	-0.4	11	-1	i	4	2	1.8	-21	11
CC(=O)OC(C)C(=O)NS(=O)(=O)c1ccc(C)cc1 (stereo unspecified)	-13	0.6	-13	1	0.8	-1	4	-1.7	1	6
CCOC(=O)C1=C(c2ccccc2)N=C2SCC(=O)N2C1c1cccc(OC)c1 (stereo unspecified)	3	x	-8	8	i	20	-3	-0.6	-1	4
CCOC(=O)CCS(=O)(=O)c1nc(-c2ccccc2)cc(C(F)(F)F)n1	-5	x	-8	7	i	-6	1	0.5	-2	3
CC(=O)c1nnn(-c2ccc([N+](=O)[O-])cc2)c1C	2	0.9	-4	4	i	4	-6	-0.7	-1	-1

Compound profiles, as listed above:
Results for COc1cc(NC(=O)CSc2ccccc2)c(C(=O)O)cc1OC → Rv3671c inh: 3; TcdB GH inh: 7.1; PriA SSB inh: -13; 3CLpro inhibitor: 0; BH1578 lux ind: -0.4; Y pestis TopoI: -9; MazF activator: -7; PfHsp40 yeast: -1.0; Anthrax LF prot: -1; VHR inh abs: 18
Results for CC(=O)N1CCN(c2ccc(C(N)=O)cc2[N+](=O)[O-])CC1 → Rv3671c inh: -3; TcdB GH inh: 0.3; PriA SSB inh: -5; 3CLpro inhibitor: 0; BH1578 lux ind: -0.1; Y pestis TopoI: -3; MazF activator: 9; PfHsp40 yeast: 0.3; Anthrax LF prot: -1; VHR inh abs: 16

Entries shown so far containing an aryl methoxy group:
SMILES	Rv3671c inh	TcdB GH inh	PriA SSB inh	3CLpro inhibitor	BH1578 lux ind	Y pestis TopoI	MazF activator	PfHsp40 yeast	Anthrax LF prot	VHR inh abs
COc1ccc(-n2c(SCC#N)nc3c(sc(=S)n3-c3ccccc3)c2=O)c(OC)c1	-4	2.4	-6	-1	-7.7	-7	-8	-0.4	0	40
COc1ccc(N(CC(=O)N/N=C/c2cccs2)S(=O)(=O)c2ccc(OC)c(OC)c2)cc1	-3	1.0	x	6	1.8	23	-7	0.4	-1	10
COc1ccc(N2C(=O)C3C4C=CC(C4)C3C2=O)c(OC)c1 (stereo unspecified)	-2	x	-5	1	0.6	2	3	-0.4	1	18
COc1cc(NC(=O)CSc2ccccc2)c(C(=O)O)cc1OC	3	7.1	-13	0	-0.4	-9	-7	-1.0	-1	18
COc1ccc(NC(C)=O)cc1NC(=O)CSc1nnc(-c2ccccn2)n1C	7	x	-10	5	2.8	3	8	-1.2	1	-5
COc1ccc(CNC(=O)CN=C2NC(=O)C(c3ccccc3)(c3ccccc3)N2)cc1	-10	x	-15	-1	-0.2	4	3	-2.4	3	8
COc1cccc(N2CCN(C(=O)NC3CCCCC3)CC2)c1	-2	x	1	3	-0.6	3	1	3.4	0	-10
COc1cccc(CN2CCSCC2)c1OC	0	-0.4	11	-1	i	4	2	1.8	-21	11
CCOC(=O)C1=C(c2ccccc2)N=C2SCC(=O)N2C1c1cccc(OC)c1 (stereo unspecified)	3	x	-8	8	i	20	-3	-0.6	-1	4

(more compounds)
SMILES	Rv3671c inh	TcdB GH inh	PriA SSB inh	3CLpro inhibitor	BH1578 lux ind	Y pestis TopoI	MazF activator	PfHsp40 yeast	Anthrax LF prot	VHR inh abs
COc1cccc(/C=N/NC(=O)CNC(=O)CCc2ccccc2)c1O	8	-2.2	x	9	i	11	1	-0.7	-1	8
CC(Sc1nncn1C)C(=O)Nc1ccc2ccccc2c1 (stereo unspecified)	x	-0.3	-1	x	-1.1	-1	-2	-0.6	5	x
Cc1ccc(NC(=O)Cn2nnc(C(=O)Nc3ccc(F)c(Cl)c3)c2N)cc1	-65	-0.5	0	10	i	9	-44	-0.7	-7	7
O=C(NNc1ccc(C(F)(F)F)cc1[N+](=O)[O-])c1ccc(NS(=O)(=O)c2ccc(F)cc2)cc1	11	x	60*	9	6.9	-17	-3	0.7	-4	-7
O=[N+]([O-])c1ccc(Cl)cc1NCc1cccnc1	-2	2.7	11	x	-0.1	3	-9	1.2	2	x
CCOc1ccccc1N(CC(=O)NCC1CCCO1)C(=O)CCC(=O)Nc1nccs1 (stereo unspecified)	-2	1.4	-18	-3	-0.2	6	1	-0.9	16	-4
Cc1ccc(N2C(=O)[C@@H]3C(c4cccnc4)=NO[C@@H]3C2=O)cc1	8	-3.2	-16	7	-0.4	5	8	x	u	13
COc1cc(NC(=O)c2cccs2)c(C(=O)OCC(=O)NCc2ccccc2)cc1OC	-9	x	-11	11	i	-3	34	1.8	2	27
COc1ccc(NC(=O)CN(C)C(=O)c2cc3c(s2)CCC3)cc1	-6	x	-4	x	5.9	10	-17	7.5	-2	x
CSc1ccc(C(=S)N2CCN(C(c3ccccc3)c3ccccc3)CC2)cc1	-3	x	2	5	i	-2	-4	-1.1	-2	19
Cc1nc(Nc2ccc(S(N)(=O)=O)cc2)sc1C(=O)Nc1ccccc1	4	2.2	10	1	-0.2	-6	12	-0.2	-2	-3
CC(=O)/C=C(\C)Nc1ccc(-c2cnc(-c3ccccc3)o2)cc1	0	x	x	0	i	3	13	-0.6	-4	-6
O=C(c1ccccc1NS(=O)(=O)c1ccc(Br)cc1)N1CCOCC1	x	1.9	-7	-1	-3.6	-6	7	0.9	-1	-6
